# Screening results as filed in PubChem.
# Gli-Sufu block: Gli-Sufu pathway antagonists, primary screen, luciferase luminescence, Sufu-KO-LIGHT cells, uHTS | Sufu-KO-LIGHT fibroblasts, Gli luciferase reporter luminescence | inhibition, % at 5 µM | 340,000 compounds, 0.74% hits | AID 588413, 2011;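 active means inhibition above about 55%, limit read from the data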;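 further: 0% = DMSO-treated cells and 100% = wells with medium but no cells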
# 697 NFkB inh: inhibitors of PMA/ionomycin-induced NF-kB reporter, 697 cells, primary screen, B-cell NF-kB inhibitor project, cell-based, luminescence, uHTS | 697 B-cell NF-kB luciferase reporter, 16 h | inhibition, % at 4 µM | 330,000 compounds, 0.33% hits; in the data active means inhibition above about 35%
# EBI2 block: EBI2 receptor antagonists, beta-arrestin recruitment, primary screen, cell-based, luminescence, 7a,25-OHC stimulation, uHTS | 360,000 compounds, 0.81% hits | AID 651636, 2012 | 7a,25-OHC stimulated | inhibition, % at 5 µM | G-protein coupled receptor 183 (Homo sapiens), P32249; in the data active means inhibition above about 38%;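 further: enzyme fragment complementation signal reports receptor beta-arrestin coupling in cells; 0% = agonist plus DMSO wells and 100% = wells without agonist; some results beyond the cut were filed as inactive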
# Jurkat NFkB inh: inhibitors of induced NF-kB luciferase reporter, primary screen, TCR NF-kB activation inhibitor project, cell-based, luminescence, uHTS. AID 435003, 2010. 330,000 compounds, 0.53% hits. inhibition, % at 4 µM. Jurkat, PMA/ionomycin-induced NF-kB luciferase reporter; in the data active means inhibition above about 50%
# CHOP UPR activ: activators of apoptotic CHOP UPR arm, primary screen, cell-based, CHO-CHOP luciferase reporter, luminescence, uHTS; AID 449763, 2010; activation, % at 10 µM; 330,000 compounds, 0.34% hits; UPR activation; percent of tunicamycin response over DMSO baseline;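 active means at 10 µM dose, activation of 40% or more, normalized to positive control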;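 further: 100% = tunicamycin at 10 µg/mL and 0% = DMSO alone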
#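 assay system = CHO CHOP reporter cells | amount = 500 CHO-CHOP cells per well | buffer or medium = F12 with 10% FBS | incubation = 16-18 h cell attachment, then 6 h compound exposure, 37 °C | detection = luminescence read with Steady-Glo | read-out = percent activation relative to tunicamycin control | controls = tunicamycin high control, DMSO low control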
# CCR6 antag: CCR6 receptor antagonists, primary screen, cell-based, CHO-K1, luminescence, beta-arrestin, uHTS | C-C chemokine receptor type 6 (Homo sapiens), P51684 | CHO-K1 CCR6 PathHunter beta-arrestin, CCL20-stimulated | inhibition, % at 20 µM | 340,000 compounds, 0.49% hits;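 active means compounds whose inhibition of the agonist-driven luminescence signal at 20 µM reaches about 50%, limit read from the data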;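 further: cells stimulated with CCL20 at 14 nM final; plate controls were DMSO with CCL20 for no effect and DMSO without agonist for full effect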
# CXCR6 block: CXCR6 receptor inhibitors, primary screen, cell-based, beta-arrestin, luminescence, CHO-K1 PathHunter, 1536-well | C-X-C chemokine receptor type 6 (Homo sapiens), O00574 | inhibition, % at 20 µM | 360,000 compounds, 0.36% hits; in the data active means inhibition above about 34%, passing the limit was not always enough;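 further: antagonist mode with CXCL16 agonist at 10 nM final; 0% = 10 nM CXCL16 with DMSO and 100% = unstimulated wells without agonist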
# XBP1 UPR activ: activators of adaptive XBP1 UPR arm, primary screen, cell-based, CHO-XBP1 luciferase reporter, luminescence, uHTS | AID 463104, 2010 | 330,000 compounds, 0.33% hits | activation, % at 20 µM | IRE1-XBP1 UPR activation; percent of tunicamycin response, DMSO as zero;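 active means versus positive control, 20 µM dose yields 30% or more activation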;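 further: 100% = tunicamycin at 10 µg/mL and 0% = DMSO only wells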
#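 Material: CHO cell line with stable XBP1 luciferase reporter; schedule: 16-18 h cell attachment at 37 °C, then 6 h compound exposure; signal: glow luminescence from Steady-Glo reagent; medium: serum-containing F12 medium, 10% FBS; benchmarks: tunicamycin 10 µg/mL and vehicle-only wells; read-out: percent activation relative to tunicamycin reference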
# Mdm2-MdmX inh: inhibitors of human Mdm2-MdmX association, primary screen, cell-based, luminescence, split luciferase, SaOS-2, uHTS; Protein Mdm4 (Homo sapiens) + E3 ubiquitin-protein ligase Mdm2 (Homo sapiens), …; SaOS-2 split-luciferase Mdm2/MdmX complementation; inhibition, % at 8 µM; 330,000 compounds, 3% hits;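 active means inhibition of at least 50% at 8 µM in the primary screen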
# Target sequence (O15151 whole entry, looked up): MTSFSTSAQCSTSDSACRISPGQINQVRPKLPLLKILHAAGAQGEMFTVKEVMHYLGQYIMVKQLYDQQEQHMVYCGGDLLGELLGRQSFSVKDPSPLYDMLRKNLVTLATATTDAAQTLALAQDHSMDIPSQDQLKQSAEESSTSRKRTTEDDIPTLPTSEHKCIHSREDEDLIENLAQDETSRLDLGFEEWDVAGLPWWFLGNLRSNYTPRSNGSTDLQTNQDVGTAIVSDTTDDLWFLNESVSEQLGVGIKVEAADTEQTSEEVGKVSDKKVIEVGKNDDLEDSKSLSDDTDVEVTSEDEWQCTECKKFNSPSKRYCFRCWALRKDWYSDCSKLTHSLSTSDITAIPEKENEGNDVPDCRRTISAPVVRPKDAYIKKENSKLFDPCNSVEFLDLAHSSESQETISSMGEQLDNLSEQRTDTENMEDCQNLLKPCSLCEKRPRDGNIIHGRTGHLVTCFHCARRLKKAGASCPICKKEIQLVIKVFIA
# Target sequence (Q00987 whole entry, looked up): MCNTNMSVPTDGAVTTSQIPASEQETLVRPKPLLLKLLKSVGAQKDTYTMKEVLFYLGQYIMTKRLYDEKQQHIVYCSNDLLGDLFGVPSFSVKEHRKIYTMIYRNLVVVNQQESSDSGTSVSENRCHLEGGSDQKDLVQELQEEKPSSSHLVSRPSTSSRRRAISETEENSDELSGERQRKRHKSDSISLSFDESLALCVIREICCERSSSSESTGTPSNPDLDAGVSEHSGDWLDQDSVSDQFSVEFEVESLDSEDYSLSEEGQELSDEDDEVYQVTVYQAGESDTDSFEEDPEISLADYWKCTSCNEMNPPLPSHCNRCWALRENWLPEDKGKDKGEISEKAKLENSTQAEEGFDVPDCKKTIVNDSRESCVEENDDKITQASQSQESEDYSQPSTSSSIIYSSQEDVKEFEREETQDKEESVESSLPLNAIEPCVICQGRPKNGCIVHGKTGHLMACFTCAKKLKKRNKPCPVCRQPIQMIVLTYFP
# * hit, by the source's call; nt = not tested or not shown; & = joins results of further samples.
Structure	Gli-Sufu block	697 NFkB inh	EBI2 block	Jurkat NFkB inh	CHOP UPR activ	CCR6 antag	CXCR6 block	XBP1 UPR activ	Mdm2-MdmX inh
COc1ccccc1-n1nnnc1SCc1cc2c(cc1Br)OCO2	5	6	7	0	-2.8	9	-1	-3	16
C/C(=N\NC(=O)c1ccccc1)c1cccc(Br)c1	-18	-13	-5	-20	6.0	16	-11	-1	-46
CNC(=O)C(=O)Nc1nc(C23CC4CC(CC(C4)C2)C3)cs1	-33	-121	9	-62	4.9	11	7	0	-3
Cc1ccccc1N1CCN(CC(=O)Nc2nc(C)c(C(=O)N(C)C)s2)CC1	-8	0	-5	-1	1.7	14	1	-4	3
O=C(O)CCn1cc(-c2ccc(F)cc2)nc1-c1ccncc1	-3	22	-5	-1	-0.4	9	0	-3	9
C=C(C)C1CC=C(C)/C(=N\NC(=O)CNc2cccc3ccccc23)C1 (stereo unspecified)	-1	-8	1	18	0.3	-18	-2	3	1
CCOC(=O)c1ccc(NS(=O)(=O)c2ccc3c(c2)CCCN3C(C)=O)cc1	0	-9	1	5	0.8	1	3	-2	12
Cc1ccc(S(=O)(=O)NCCC(=O)NC2CCCC2)cc1	-6	23	6	-2	0.1	-9	7	2	10
Cc1c(NC(=O)c2cc(-c3ccccc3)nc3ccccc23)c(=O)n(-c2ccccc2)n1C	3	-1	2	-12	0.1	8	4	-4	20
CCc1ccc(-c2nc(CS(=O)CC(=O)NCCCN3CCC(C)CC3)c(C)o2)cc1 (stereo unspecified)	17	-9	4	7	0.8	22	3	-3	26
CC(C)(C)C(=O)Nc1ccc(C(=O)NNC(=O)Cc2ccccc2)cc1	-2	15	0	2	0.3	13	0	7	3
Cc1cc(C)n(/N=C\c2c(O)ccc3ccccc23)c(=O)c1C(N)=O	4	-16	-7	-16	-2.0	-11	3	-1	22
COc1ccc(C2CC(c3ccc(Cl)cc3)=NN2c2ccc(S(N)(=O)=O)cc2)cc1 (stereo unspecified)	4	34	0	nt	4.5	12	-10	6	87*
O=C(NCc1ccccn1)C1CCCN(S(=O)(=O)c2cc(Cl)ccc2Cl)C1 (stereo unspecified)	9	nt	-5	nt	nt	12	-10	nt	nt
Cc1cccc(Nc2nnc(SCC(=O)NCc3cccs3)s2)c1C	-6	-5	-1	-15	-0.7	-15	-1	-2	-22
COc1cccc(C(=O)OCCCOC(=O)c2cccc(OC)c2OC)c1OC	6	9	-1	11	-0.7	-3	3	-5	3
O=C(NCC1CC1)c1cc(-c2ccccc2)nn1CC1CC(c2cccc([N+](=O)[O-])c2)=NO1 (stereo unspecified)	-5	-2	0	-7	-0.6	6	0	-5	0
CCOC(=O)c1ccc(NC(=O)C2CCN(S(=O)(=O)CC)CC2)cc1	1	-1	3	2	0.3	10	-6	-1	17
Cc1cccc2sc(N(CCCN(C)C)C(=O)COc3ccc(Cl)cc3)nc12	6	17	-4	4	0.2	9	-11	4	32
CCCOc1ccc(NC(=O)C2CC(=O)N3CCCN=C3S2)cc1 (stereo unspecified)	-4	18	5	3	-0.2	20	2	0	-16
CCOC(=O)C1(CC/C(C)=N\NC(N)=O)CC(C)(C)OC1=O (stereo unspecified)	0	22	-11	9	0.4	1	-5	-4	17
O=C(CNC(=O)c1ccc(Br)cc1)OCc1cc([N+](=O)[O-])cc2c1OCOC2	26	-8	0	-15	0.9	15	-8	1	2
CC1(C)[C@H](C(=O)O)N2C(=O)C[C@H]2S1(=O)=O	1	-27	-6	-4	-4.2	7	4	-2	-5
O=C(Nc1ccc(C(=O)O)cc1)/C(=C\C=C\c1ccccc1)NC(=O)c1cccc(Br)c1	4	11	3	3	-0.2	25	11	-4	5
Cc1cc(C(=O)NCCC2=CCCCC2)c(C)o1	-68	-114	-14	-102	2.4	-5	0	1	-136

# Carrying on:
Structure	Gli-Sufu block	697 NFkB inh	EBI2 block	Jurkat NFkB inh	CHOP UPR activ	CCR6 antag	CXCR6 block	XBP1 UPR activ	Mdm2-MdmX inh
CNC(=O)c1cc(C)c(-c2ccccc2)s1	-9	-8	-3	-18	1.9	-7	2	2	-11
CC(=O)/C=C(/C)NC(Cc1c[nH]c2ccccc12)C(=O)O (stereo unspecified)	0&5	3&16	1&6	-9&3	4.4&-2.2	-22&-6	2&-1	2&-1	14&15
CCOc1ccccc1CNC(=O)CNC(=O)c1cccs1	8	9	-2	6	-0.6	5	0	-5	5
Cc1ccc(C)c(S(=O)(=O)N2C(=S)NC(=O)C2C(C)C)c1 (stereo unspecified)	2	18	-1	-4	0.5	-5	-7	-6	32
CN(C(=O)CC1C(=O)NCCN1Cc1ccc(F)c(F)c1)C1CCCCC1 (stereo unspecified)	-3	-8	-14	-11	-0.9	8	-3	-3	22
COCCNC(=O)C(=O)NCC(c1ccc2c(c1)OCO2)N1CCN(c2ccc(F)cc2)CC1 (stereo unspecified)	15	-29	0	-2	0.8	1	6	-3	-12
COc1ccc(C(=O)NC2CCCN(Cc3ccc(Cl)cc3)C2)c(OC)c1 (stereo unspecified)	20	8	-9	13	-0.9	4	-6	-7	34
COc1cccc(N2CCN(C(=O)c3cc(-c4ccc(F)cc4)[nH]c3C)CC2)c1	18	1	89*	-9	0.3	-6	-4	-4	22
Cc1ccc(-c2csc(NC(=O)c3ccccc3Cl)c2C(=O)O)cc1	0	-19	4	-12	2.7	0	0	5	-27
Cc1cccc(NS(=O)(=O)c2ccc(C(=O)N3CCCC3)cc2)c1C	10	-14	-6	14	0.0	-10	1	-1	-8
Cc1cc(C)cc(N(CC(=O)NCc2ccco2)C(=O)c2snc(C(N)=O)c2N)c1	-1	-1	8	-3	-0.6	7	4	1	0
Cc1c(Cl)cnc(NC(=O)COC(=O)c2cccc(S(=O)(=O)N3c4ccccc4CC3C)c2)c1Cl (stereo unspecified)	-16	2	4	2	-0.2	12	7	-5	4
COc1ccc(Nc2nc(N3CCCC3)nc(N3CCCC3)n2)c(OC)c1	12	-1	18	23	-0.9	7	-2	-1	2
COc1ccc2cc(-c3csc(-c4cccnc4)n3)ccc2c1	-60	-100	10	-101	6.1	4	-2	5	-16
O=C(O)CCN1C(=O)/C(=C\c2ccc(OCc3ccccc3)c(OCc3ccccc3)c2)SC1=S	-2	2	21	2	-0.9	32	11	0	-7
CCc1nnc(NC(=O)c2cccs2)s1	-43	-42	-7	-6	2.1	7	3	3	13
CCOC(=O)n1c(=O)n(Cc2ccc(OC)cc2)c2ccccc21	6	-8	-3	-1	-0.4	10	-11	-3	32
COc1ccc(C(=O)N2CCCC2)cc1S(=O)(=O)N1CCOCC1	0	19	-13	3	0.7	12	8	0	-4
NS(=O)(=O)c1ccc(NC(=O)c2ccc(OCC3CCCO3)cc2)cc1 (stereo unspecified)	0	-2	-7	-10	0.1	-1	0	-1	20
Cc1ccc(N2C(=O)c3oc4ccccc4c(=O)c3C2c2cccc(O)c2)nc1 (stereo unspecified)	-9	-6	10	1	-0.9	6	0	-1	-3
CCOC(=O)c1c(C)oc2c1C(=O)c1ccccc1C2=O	-4	10	7	21	2.0	5	-26	2	54*
COc1ccc(Cl)cc1NC(=O)CN(C)C(=O)CCCNC(=O)c1ccc(Cl)cc1	10	4	6	2	1.8	5	2	0	17
COc1ccc(S(=O)(=O)N2CCN(C/C=C/c3ccccc3)CC2)cc1NC(C)=O	6	-14	-3	0	-0.4	9	-1	-1	22
Nc1ccccc1S(=O)(=O)NCCCCc1ccccc1	8	-20	6	-20	0.2	3	-6	-1	-30
O=C(C1=C[C@H](C2CCCCC2)C[C@H](OCCCCO)O1)N1CCOCC1	10	18	6	0	3.6	-1	0	2	-12

# Limited to CHOP UPR activ, for 3 of the compounds above:
Structure	CHOP UPR activ
COc1ccc(C(=O)N2CCCC2)cc1S(=O)(=O)N1CCOCC1	0.7
NS(=O)(=O)c1ccc(NC(=O)c2ccc(OCC3CCCO3)cc2)cc1 (stereo unspecified)	0.1
Cc1ccc(N2C(=O)c3oc4ccccc4c(=O)c3C2c2cccc(O)c2)nc1 (stereo unspecified)	-0.9

# (continued)
Structure	Gli-Sufu block	697 NFkB inh	EBI2 block	Jurkat NFkB inh	CHOP UPR activ	CCR6 antag	CXCR6 block	XBP1 UPR activ	Mdm2-MdmX inh
CCOC(=O)CCNC(=O)Nc1ccc2nc(C)n(Cc3cccc(Cl)c3)c(=O)c2c1	0	6	10	9	-0.5	18	1	0	16
CCOc1ccc(-n2nc3ccc(NC(=O)c4ccc5c(c4)OCCO5)cc3n2)cc1	-3	-97	29	-5	73*	0	6	155*	36
CN(C)CCN(C(=O)c1ccc(S(=O)(=O)N(C)CC2CCCO2)cc1)c1nc2cc3c(cc2s1)OCO3 (stereo unspecified)	-3	-65	4	-41	0.3	11	2	-2	8
O=C(/C=C/c1cccs1)c1ccc([N+](=O)[O-])cc1	-4	12	1	-1	2.3	2	-28	-1	13
CC1Cc2ccccc2N1S(=O)(=O)c1cnc[nH]1 (stereo unspecified)	-10	18	-10	8	2.4	6	5	-5	-2
NC(=S)NN=C1C=CCCC1	0	nt	11	nt	nt	17	-1	nt	nt
C=CCn1c(SCC(=O)Nc2cccc(C(=O)OC)c2)nnc1C(C)NC(=O)c1cccs1 (stereo unspecified)	-4	11	-2	4	-1.2	4	-7	0	9
COc1ccccc1NC(=O)C1CCCN1C(=O)Nc1ccc(F)cc1 (stereo unspecified)	0	0	-6	-7	-1.5	13	3	3	-18
Cc1ccc(-c2cc(C(=O)NCC3CCCO3)no2)cc1 (stereo unspecified)	-7	-72	5	-71	2.6	1	0	-3	-28
Cc1noc(/C=C/NCc2cccnc2)c1S(=O)(=O)N(C)CC(=O)N1CCc2ccccc21	4	1	-3	3	-3.1	13	-1	-2	13
CC(Sc1nnc(-c2ccncc2)n1C)C(=O)NCC1CCCO1 (stereo unspecified)	-8	-1	-7	3	-0.1	0	-14	-1	19
CCOC(=O)N1CCN(C(=O)c2ccc(Cl)c(NC(=O)c3cccs3)c2)CC1	-8	6	6	0	0.5	4	5	0	20
CCOc1ccc2c(C)c(C(=O)O)oc2c1OCC	-20	13	-13	-12	0.1	0	2	1	-15
CCCCCOP(=O)(c1ccccc1)c1ccccc1	-4	-25	1	-10	1.6	18	1	1	-3
Cc1cc(C)nc(Nc2n[nH]c(COc3ccccc3)n2)n1	-30	-13	5	-41	3.2	-20	-2	3	-1
O=C(Cc1ccccc1)N/N=C/c1ccccc1OCc1ccc(Cl)cc1	9	-43	14	-48	3.6	-3	3	-1	-10
